Source: PubChem (several laboratories)
PfHsp90 set2: reduces growth (ATP signal) of yeast expressing P. falciparum Hsp90. 0.32% of 310,000 active. inhibition, % at 9.4 µM. S. cerevisiae expressing PfHsp90, BacTiter-Glo ATP, 48 h; yeast lacking PDR1 and PDR3 efflux regulators. AID 504621;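 active = every replicate shows inhibition above about 80%, whatever the replicate mean, limit read from the data; inconclusive = mean inhibition reaches the set limit but some replicate falls short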;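 also: 0% = DMSO neutral controls and 100% = 20 µM radicicol positive controls; yeast relying on Plasmodium falciparum Hsp90 in place of its own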
LANA DNA inh: KSHV C-LANA DNA binding inhibition; MBP-C-LANA/FAM-LBS DNA binding, fluorescence polarization; inhibition, % at 9 µM; 0.078% of 340,000 active; AID 504423;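 active = highest replicate inhibition at or above 60% at 9 µM, even if other replicates fall short; inactive = all replicates below 60% inhibition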;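 also: 0% = neutral control wells and 100% = 4 µM acridine orange control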
PvdQ inh: P. aeruginosa PvdQ acylase inhibition; purified PvdQ acylase, fluorescence plate reader; inhibition, % at 10 µM; 0.063% of 340,000 active; AID 488965; in the data active = inhibition above about 30%, passing the limit was not always enough; inconclusive = no clear call, values can overlap the other calls;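 also: 0% = vehicle neutral wells and 100% = reference inhibitor wells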
CDK5 inh: blocks human CDK5/p35 kinase activity; Recombinant CDK5/p35, ADP-Glo luminescence, 60 min; inhibition, % at 10 µM; 0.01% of 330,000 active;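 active = highest replicate inhibition of at least 50% and at least 75% of replicates reaching 50%; inconclusive = only one of the two criteria met; inactive = both criteria failed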;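 also: plate controls were DMSO neutral control for no effect and GW8510 at 10 µM for full effect; many of its hits are not listed in these tables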
RTF Ca sens act: cardiac RTF calcium sensitization | IANBD-labeled TnC RTF fluorescence at EC20 calcium; 0% EC20 calcium, 100% full calcium | activation, % at 7.2 µM | P19429+P45379 | 0.24% of 340,000 active;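 active = activation above the mean over all tested compounds plus 3 SD, cut at about 30% in these data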;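 also: rise in fluorescence read as greater calcium sensitivity of cardiac thin filaments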
Keap1-Nrf2 PPI: disrupts human Keap1 binding to Nrf2 peptide | Q14145 | 0.15% of 340,000 active | inhibition, % at 9.4 µM | Keap1 Kelch-Nrf2 peptide fluorescence polarization, 1536-well; in the data active = inhibition above about 12%; inconclusive = no clear call, values can overlap the other calls; inactive = below about 7.3%;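 also: human Keap1 Kelch domain with fluorescein labeled Nrf2 9mer peptide probe; 0% = neutral control wells and 100% = peptide positive control; higher means more block of Keap1 binding to Nrf2 peptide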
NSD2 HMT inh: NSD2 (human) methyltransferase inhibition | NSD2 peptide methylation, AlphaScreen, 120 min | 0.54% of 310,000 active | AID 743445 | inhibition, % at 12.5 µM; in the data active = inhibition above about 50%
Target sequence (O96028 whole entry, looked up): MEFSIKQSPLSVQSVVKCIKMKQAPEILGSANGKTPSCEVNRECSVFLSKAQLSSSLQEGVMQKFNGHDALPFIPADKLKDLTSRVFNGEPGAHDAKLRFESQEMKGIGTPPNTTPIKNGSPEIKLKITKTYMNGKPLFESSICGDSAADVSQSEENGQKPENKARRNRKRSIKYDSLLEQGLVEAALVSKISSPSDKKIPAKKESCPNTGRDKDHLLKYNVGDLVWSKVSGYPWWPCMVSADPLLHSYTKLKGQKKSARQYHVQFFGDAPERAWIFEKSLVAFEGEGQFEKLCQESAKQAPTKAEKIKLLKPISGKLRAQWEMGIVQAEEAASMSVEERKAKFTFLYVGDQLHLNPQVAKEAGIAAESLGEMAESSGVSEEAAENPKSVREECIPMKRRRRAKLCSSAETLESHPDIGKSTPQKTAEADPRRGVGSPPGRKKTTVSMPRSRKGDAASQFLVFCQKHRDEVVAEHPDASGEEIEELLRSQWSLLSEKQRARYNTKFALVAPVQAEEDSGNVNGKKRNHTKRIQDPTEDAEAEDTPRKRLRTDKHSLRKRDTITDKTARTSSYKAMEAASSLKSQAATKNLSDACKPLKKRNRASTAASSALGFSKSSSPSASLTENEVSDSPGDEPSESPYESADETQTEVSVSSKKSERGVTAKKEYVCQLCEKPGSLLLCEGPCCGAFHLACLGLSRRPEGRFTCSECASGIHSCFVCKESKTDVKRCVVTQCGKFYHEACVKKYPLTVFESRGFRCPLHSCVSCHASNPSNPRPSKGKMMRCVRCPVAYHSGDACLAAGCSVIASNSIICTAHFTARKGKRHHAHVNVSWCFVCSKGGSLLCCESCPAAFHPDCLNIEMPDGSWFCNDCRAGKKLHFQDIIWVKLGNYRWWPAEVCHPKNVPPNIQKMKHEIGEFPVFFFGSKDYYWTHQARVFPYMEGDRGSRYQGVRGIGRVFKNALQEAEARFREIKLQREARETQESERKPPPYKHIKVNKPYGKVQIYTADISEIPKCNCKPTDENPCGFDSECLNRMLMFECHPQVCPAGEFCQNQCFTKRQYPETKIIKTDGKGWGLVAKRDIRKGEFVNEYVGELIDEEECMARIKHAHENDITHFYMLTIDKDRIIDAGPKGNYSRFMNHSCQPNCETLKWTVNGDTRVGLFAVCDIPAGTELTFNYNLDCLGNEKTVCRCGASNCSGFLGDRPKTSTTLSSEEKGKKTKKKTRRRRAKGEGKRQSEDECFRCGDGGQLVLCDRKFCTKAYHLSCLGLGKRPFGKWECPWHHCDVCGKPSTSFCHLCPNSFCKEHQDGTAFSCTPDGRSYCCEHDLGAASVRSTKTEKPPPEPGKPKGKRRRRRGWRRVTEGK
dFosB act: enhances mouse delta FosB homodimer DNA binding. activation, % at 25 µM. purified delta FosB, TAMRA-CDK5 oligo fluorescence polarization; percent of positive-control signal above neutral wells. 0.99% of 340,000 active. AID 493131. P13346;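 active = mean activation above about 17%, with every replicate also reaching it, limit read from the data, passing the limit was not always enough; inconclusive = only one of the two conditions met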;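 also: fluorescence polarization rise as delta FosB binds a TAMRA Cdk5 AP-1 oligo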
Mot1-301 SUMO: inhibitors of SUMOylation pathway: yeast Mot1-301 growth rescue | 1% of 320,000 active | AID 2716 | growth rescue, % at 18.8 µM | S. cerevisiae Mot1-301 growth rescue, ATP luminescence, 38.5C; percent above DMSO median, 100 means doubled;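 active = every valid replicate shows activation above 250% relative to neutral control wells; inactive = the rest, any valid replicate at or below 250%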;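 also: OY570 slx delta 5 strain wells were the positive control but not used for scaling; some compounds called inactive have numbers as strong as hits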
Rtt109 Vps75: inhibitors of Candida albicans Rtt109/Vps75 histone acetyltransferase. AID 540336. purified Rtt109/Vps75, ThioGlo CoA-SH fluorescence, 4 h. Q5AAJ8. inhibition, % at 34.9 µM. 0.16% of 330,000 active;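 active = inhibition of at least 50% in every replicate; inconclusive = best replicate reaches 50% inhibition but some replicates fall short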
Cardiac RTF inh: cardiac RTF calcium desensitization; P19429+P45379; IANBD-labeled cardiac RTF, Ca2+ fluorescence; inhibition, % at 7.15 µM; 0.12% of 340,000 active; AID 493244;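 active = inhibition above the mean inhibition of all tested compounds plus 3 SD, cut at about 17% in these data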;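 also: assay run at fixed EC70 calcium of 1.6 mM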
* marks the source's active call; other numbers are inactive results; ? = inconclusive; . = no result given. Rows are unselected; about 3.2% have a hit in one of these screens.

SMILES	PfHsp90 set2	LANA DNA inh	PvdQ inh	CDK5 inh	RTF Ca sens act	Keap1-Nrf2 PPI	NSD2 HMT inh	dFosB act	Mot1-301 SUMO	Rtt109 Vps75	Cardiac RTF inh
CC(=O)c1ccc(S(=O)(=O)N2CCN(C(=O)CSC(=S)N3CCCC3)CC2)cc1	.	-0.8	-11	0.3	2	0	1	3	-13	3	-16
Cc1ccc(C(=O)N2CCN(c3ccc(N4CCOCC4)nn3)CC2)cc1C	.	-1.0	-3	4.1	-6	-4	2	3	-19	-22	-5
CCOC(=O)Cc1csc(NC(=O)c2c(-c3c(F)cccc3Cl)noc2C)n1	-4	-1.1	-5	0.6	2	-3	5	-3	17	2	-5
O=C1C2CC=CCC2C(=O)N1c1n[nH]c(-c2ccccc2)n1 (stereo not given)	-7	1.1	-7	-0.5	-4	2	-3	-13	-12	6	1
CCOc1nc2cnccc2n(CC(=O)Nc2c(C)cccc2CC)c1=O	16	-1.5	-12	1.9	0	-4	-7	-5	-3	-7	0
C=CCOc1ccc(/C=N/NC(=O)CN2CCCCC2)cc1OC	6	-2.7	4	-0.7	-3	-4	0	-4	-1	0	8
COc1ccc(NCc2n[nH]c(=O)c3ccccc23)cc1	10	1.2	-6	2.4	-3	-2	.	-2	-5	2	-1
CCN(C(=O)COC(=O)C1CC1C)c1c(N)n(Cc2ccccc2)c(=O)[nH]c1=O (stereo not given)	21	2.2	-11	-1.9	-6	-3	-1	-5	.	3	-10
Cc1ccc(NC(=S)N(CCN(C)C)Cc2cccs2)c(C)c1	.	0.9	-14	-3.2	-7	-8	4	-5	11	1	5
CCS(=O)(=O)Nc1ccc(C2=NN(C(=O)c3ccco3)C(c3ccc(Cl)o3)C2)cc1 (stereo not given)	5	-0.2	2	0.9	-9	-1	0	7	1	-2	0
O=C(Cn1cc([N+](=O)[O-])cn1)N1N=C(C(F)F)CC1(O)C(F)F (stereo not given)	.	0.2	-3	-0.7	-4	2	0	5	10	-17	5
CC(C)(C)c1cccc(P(=O)(c2ccccc2)c2ccccc2)c1O	-8	-12	1	-0.5	-1	4	-3	-8	14	2	7
C/C(=N\NC(=O)CNC(=O)C1COc2ccccc2O1)c1ccco1 (stereo not given)	-11	0.9	-8	0.3	-2	-2	2	-7	7	10	-14
O=C(O)c1ccc(S(=O)(=O)c2ccccc2)s1	-13	1.8	1	1.8	5	-3	-4	1	.	-2	-2
Cc1ccccc1NC(=O)c1cc(S(=O)(=O)c2ccccc2)ccc1Cl	16	3.6	-12	0.6	7	-9	-2	0	8	5	-3
CS(=O)(=O)N1N=C(c2cccs2)CC1c1ccco1 (stereo not given)	12	-0.5	-8	-2.1	-3	-2	-1	-9	59	-9	5
CCOC(=O)C1CCN(C(=O)CN2C(=O)c3ccccc3Sc3ncccc32)CC1	-7	2.7	0	0.2	0	-1	-4	-2	2	-13	0
CNC(=S)Nc1cccc(-c2cnc3ccccc3n2)c1	4	-2.4	-9	1.5	2	-2	0	-17	11	6	-2
COc1ccc(-n2nnnc2S(=O)(=O)Cc2ccc(C(=O)O)cc2)cc1	.	2.2	-11	-0.4	1	-59	7	4	-9	-1	-5
C/C(=C\c1ccccc1)C(=O)NCCCn1ccnc1	.	0.3	-19	-2.8	10	-3	-2	-1	8	-1	-4

An excerpt from further up:
SMILES	PfHsp90 set2	LANA DNA inh	PvdQ inh	CDK5 inh	RTF Ca sens act	Keap1-Nrf2 PPI	NSD2 HMT inh	dFosB act	Mot1-301 SUMO	Rtt109 Vps75	Cardiac RTF inh
CC(=O)c1ccc(S(=O)(=O)N2CCN(C(=O)CSC(=S)N3CCCC3)CC2)cc1	.	-0.8	-11	0.3	2	0	1	3	-13	3	-16
Cc1ccc(C(=O)N2CCN(c3ccc(N4CCOCC4)nn3)CC2)cc1C	.	-1.0	-3	4.1	-6	-4	2	3	-19	-22	-5
CCOC(=O)Cc1csc(NC(=O)c2c(-c3c(F)cccc3Cl)noc2C)n1	-4	-1.1	-5	0.6	2	-3	5	-3	17	2	-5
O=C1C2CC=CCC2C(=O)N1c1n[nH]c(-c2ccccc2)n1 (stereo not given)	-7	1.1	-7	-0.5	-4	2	-3	-13	-12	6	1
CCOc1nc2cnccc2n(CC(=O)Nc2c(C)cccc2CC)c1=O	16	-1.5	-12	1.9	0	-4	-7	-5	-3	-7	0
C=CCOc1ccc(/C=N/NC(=O)CN2CCCCC2)cc1OC	6	-2.7	4	-0.7	-3	-4	0	-4	-1	0	8
COc1ccc(NCc2n[nH]c(=O)c3ccccc23)cc1	10	1.2	-6	2.4	-3	-2	.	-2	-5	2	-1
CCN(C(=O)COC(=O)C1CC1C)c1c(N)n(Cc2ccccc2)c(=O)[nH]c1=O (stereo not given)	21	2.2	-11	-1.9	-6	-3	-1	-5	.	3	-10
Cc1ccc(NC(=S)N(CCN(C)C)Cc2cccs2)c(C)c1	.	0.9	-14	-3.2	-7	-8	4	-5	11	1	5
CCS(=O)(=O)Nc1ccc(C2=NN(C(=O)c3ccco3)C(c3ccc(Cl)o3)C2)cc1 (stereo not given)	5	-0.2	2	0.9	-9	-1	0	7	1	-2	0
O=C(Cn1cc([N+](=O)[O-])cn1)N1N=C(C(F)F)CC1(O)C(F)F (stereo not given)	.	0.2	-3	-0.7	-4	2	0	5	10	-17	5

Additional records.
SMILES	PfHsp90 set2	LANA DNA inh	PvdQ inh	CDK5 inh	RTF Ca sens act	Keap1-Nrf2 PPI	NSD2 HMT inh	dFosB act	Mot1-301 SUMO	Rtt109 Vps75	Cardiac RTF inh
COc1cc2c(cc1NC(=O)c1cccc(F)c1)CCCC2	-4	0.0	0	-1.4	-4	-3	-6	7	1	-4	2
O=C(COC(=O)Cc1ccc([N+](=O)[O-])cc1)NCc1ccc2c(c1)OCO2	.	0.4	-18	-1.5	-4	-5	-2	6	-15	17	3
CN(Cc1ccon1)C(=O)c1ccc2nc(Cc3cccc(Cl)c3)oc2c1	1	-0.2	5	-0.8	5	4	2	-3	-4	8	-13
CCCCSCCCNC(=O)CCCN1C(=O)c2ccccc2Sc2ncccc21	-6	-1.8	-1	-0.3	-4	0	-1	-1	-8	4	4
CCC(Sc1nnc2c3ccccc3n(CC)c2n1)C(=O)Nc1sc2c(c1C#N)CCCC2 (stereo not given)	.	-0.9	2	1.0	0	-3	7	-2	54	5	-2
CCN(CC)c1ccc(/C=N/OCC(=O)Nc2cccc(C)c2)cc1	1	-2.7	9	-0.5	23	-8	1	-2	-14	-4	-22
CN(C)c1ccc(S(=O)(=O)NCC(=O)OCC(=O)Nc2cccc(Cl)c2)cc1[N+](=O)[O-]	49	0.8	-7	0.7	-7	1	0	-27	1	-2	-17
NC(=O)COC(=O)CC(c1ccccc1)c1ccccc1	13	-0.1	-15	1.0	3	3	-1	-5	-4	-13	-23
COc1cc(CN2CCCC(C(=O)c3ccc(SC)cc3)C2)cc(Cl)c1O (stereo not given)	24	0.4	-5	1.8	2	-1	.	-5	-5	-4	-5
Nc1nc2sc3c(c2c(=O)s1)CCCC3	-93	-0.5	-6	-1.8	-5	3	-2	-3	41	-8	-11
COc1ccc(-c2cc(C)no2)cc1S(=O)(=O)NCC(C)c1ccccc1 (stereo not given)	-21	-1.2	-5	-2.6	-1	-2	3	-18	-9	6	4
Cc1ccc(C(CC(N)=O)c2ccco2)cc1 (stereo not given)	.	1.4	-22	-2.8	7	-4	-1	0	.	-11	-23
Cc1ccc(S(=O)(=O)/N=C2/NC(=O)/C(=C/c3ccccc3)S2)cc1	-4	1.0	-1	-1.5	-2	-10	1	-13	14	-15	3
COc1ccc(S(=O)(=O)N2CCC(C(=O)NC(C)CCc3ccccc3)CC2)cc1 (stereo not given)	-15	0.3	5	1.0	25	-6	0	-6	29	0	-5
N#Cc1ccc(CN2CCN(C(=O)c3ccccc3)CC2)c(Cl)c1	.	1.2	-10	-1.3	5	-3	-1	-1	-11	-6	-6
CCOC(=O)C1C(c2ccc(Cl)cc2)NC(=S)NC1(O)C(F)(F)F (stereo not given)	-8	0.8	16	1.0	1	-1	-3	-4	33	-6	-5
COc1ccc2c(C)cc(SCC(=O)NCCN3C(=O)CSC3=O)nc2c1	5	-0.8	-10	1.0	3	-3	0	-4	108	-1	-10
COc1ccc(C(=O)NCCNC(=O)c2cnccn2)cc1	-10	-0.9	-5	-1.7	3	-2	0	4	-15	1	-6
CCN1CCN(Cc2c(O)ccc3c2O/C(=C\c2ccccc2)C3=O)CC1	-1	17	-19	-3.2	26	-12	5	-15	5	.	-49
O=C(O)CCSc1nnc(CNc2ccc(Cl)cc2)n1Cc1ccccc1	21	-0.8	-11	0.3	6	-1	6	4	.	-10	-1
Cc1cc(C)cc(N(CC(=O)NC(C)(C)C)C(=O)CCC(=O)Nc2ccccn2)c1	-13	-1.2	-1	1.4	-7	-3	-4	-6	11	5	2
CC(=O)CSc1nc(CCc2ccccc2)c(C#N)c(=O)[nH]1	-8	0.6	0	-0.4	-5	-1	-4	-3	.	1	9
Cc1ccsc1/C=N/NC(=O)c1ccc2ccccc2c1	8	-0.3	-4	-4.1	8	-8	3	?	64	-9	0
Cc1ccc2nc(SCC(=O)NC3CC3)[nH]c2c1	13	-1.9	-2	-0.4	-4	1	-2	1	-14	2	2
COCCC(=O)N1CCC(Oc2ccc(C(=O)N3CCCCCC3)cc2)CC1	20	-0.2	-15	.	1	-1	0	-3	-2	-2	-1
CCN(CC)S(=O)(=O)c1ccc2c(c1)nc(SCC(=O)NCC1CCCO1)n2CC (stereo not given)	-9	0.7	2	1.5	-1	-2	23	-2	-10	4	-1
CN(C)c1ccc(CNc2nc(-c3ccccc3)nn2S(C)(=O)=O)cc1	-23	0.7	-13	-2.7	2	-3	-2	-20	475	10	0
CCCCn1c(=O)n(CC(=O)Nc2ccc(OC)c(Cl)c2)c(=O)c2c1nc(CO)n2CCC	-2	2.9	0	-1.9	5	-2	-1	-9	3	20	-4
